Epigenetic derep: derepresses silenced GFP reporter in murine cells; murine LDR cells, GFP reporter derepression, 30 h; Potency, µM (titrated, usually from 53.9 µM), for inactives: top-dose GFP activation, actives largely listed as activators; hit rate 0.2% among 280,000; active means well fitted activation curve with a large enough effect; inconclusive means small, poorly fitted or top-dose-only effect; further: % of control where 0% means no effect; nearly all actives have a fitted effect of over 60% in size
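GFP-positive cell count by laser-scanning cytometry (objects 20–120 um) after 30 h, 37 C compound exposure of murine LDR cells; reporter is CMV-GFP integrated at a silenced locus, inducible by HDAC or DNMT inhibitors.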
An asterisk follows results filed as active. Potency means the concentration at half of the fitted maximal effect.

Screening O=C(NCCSCc1cccc(Cl)c1)C1CCN(S(=O)(=O)Cc2ccccc2)CC1 returned Epigenetic derep -0.9%.
For Cc1ccc(NC(=O)c2cn3c4c(ccc(Cl)c4c2=O)OC(C)C3)c(C)c1 (stereo not drawn) the results were Epigenetic derep inconclusive.
Screening O=C(Nc1nnc(S(=O)(=O)Nc2ccccc2)s1)C1CCCCC1 returned Epigenetic derep 0.0%.
CCC(C(=O)Nc1c(C)cc(C)cc1C)n1c(=O)c(-c2ccccc2NC(C)=O)nc2ccccc21 (stereo not drawn) was read as Epigenetic derep -4.3%.
`COc1ccc(NC(=O)C2=C(C)Nc3nc(CCCO)nn3C2c2ccc(O)cc2)cc1` (stereo not drawn) gave Epigenetic derep -1.1%.
CCOc1ccc(NC(=O)c2ncoc2-c2ccco2)cc1 was read as Epigenetic derep 0.0%.
For Cc1[nH]c2ccc(C(=O)N3CCN(c4ccccc4F)CC3)cc2c1C the results were Epigenetic derep -2.5%.
`N#Cc1ccc(OC(=O)c2cc(-c3ccc4c(c3)OCCO4)on2)cc1` gave Epigenetic derep 0.0%.
CCOc1ccc(NC(=O)CC2C(=O)N(c3cccc(C)c3)C(=O)N2Cc2cccs2)cc1 (stereo not drawn) was read as Epigenetic derep -0.3%.
`Cc1ccc(-c2nc3nc(C)cc(Nc4ccccc4O)n3n2)cc1` gave Epigenetic derep 9.3%.
For CCOC(=O)c1noc2ncnc(Nc3cc(Cl)c(OC)cc3OC)c12 the results were Epigenetic derep 0.8%.
Screening CCCCn1cc(S(=O)(=O)c2ccc(C)c(C)c2)c(=O)c2cc(F)c(N(CC)CC)cc21 returned Epigenetic derep -1.2%.
Cc1ccc2nc(COc3cccc(NC(=O)COc4ccc(F)cc4)c3)cc(=O)n2c1 was read as Epigenetic derep inconclusive.
CCCC(=O)N1c2nc(-c3ccco3)nn2C2(CCCCC2)[C@@H]2CCCC[C@@H]21 was read as Epigenetic derep -3.2%.
For Cc1ccc(S(=O)(=O)Cc2nc(-c3ccc(C(=O)NCc4ccccc4C)cc3)oc2C)cc1 the results were Epigenetic derep 13%.
O=C(Nc1nnc(S(=O)(=O)N2CCOCC2)s1)c1cccc(F)c1 was read as Epigenetic derep 0.0%.
For CCS(=O)(=O)c1ncc(N(Cc2ccco2)Cc2sccc2C)c(C(=O)Nc2cc(C)ccc2C)n1 the results were Epigenetic derep -1.6%.
Cc1ccc(C)c(-c2[nH]c3c(c2-c2c(-n4cccc4)n(C)c(=O)n(C)c2=O)c(=O)n(C)c(=O)n3C)c1 was read as Epigenetic derep 0.0%.
For CC(C)CCNC(=O)c1ccc2nc(Cc3ccccc3)oc2c1 the results were Epigenetic derep -0.6%.
`COc1ccc(NC(=O)CN2C(=O)CCn3nc(-c4cccn4C)cc32)cc1` gave Epigenetic derep -1.7%.
`CCOc1ccccc1NS(=O)(=O)c1ccc2c(c1)CC(C)N2C(=O)C1CCC1` (stereo not drawn) gave Epigenetic derep -0.4%.
Screening O=C(NCCc1ccccc1)C(=O)NCC(c1ccco1)S(=O)(=O)c1cccs1 (stereo not drawn) returned Epigenetic derep 1.6%.
CCc1nnc(SC(CC)C(=O)Nc2cccc(OC)c2)c2cc3oc(C)cc3n12 (stereo not drawn) was read as Epigenetic derep 16%.
`COc1cc(-c2nc(-c3ccc4c(c3)[nH]c(=O)n4C)no2)cc(OC)c1OC` gave Epigenetic derep 2.8%.
`COc1cccc(-c2noc(C3CC(=O)N(c4ccc(F)cc4)C3)n2)c1OC` (stereo not drawn) gave Epigenetic derep 0.0%.
`Cc1ccc(CNS(=O)(=O)c2cc(C(=O)Nc3cccc(C(F)(F)F)c3)ccc2F)cc1` gave Epigenetic derep 6.2%.
Screening CCCn1c2ccccc2c2cnn(CC(=O)NCc3ccc(OC)cc3)c(=O)c21 returned Epigenetic derep 0.0%.
For O=C(CC1N=C2c3ccccc3N=C(SCC(=O)Nc3ccc(F)cc3)N2C1=O)NCc1cccs1 (stereo not drawn) the results were Epigenetic derep -0.2%.
Cc1cc(C)cc(NC(=O)CN2C(=O)CSc3ccc(S(=O)(=O)N(C)C)cc32)c1 was read as Epigenetic derep -2.7%.
COc1cccc(CNC(=O)CN2C(=O)CCc3cc(S(=O)(=O)N4CCOCC4)ccc32)c1 was read as Epigenetic derep -2.3%.
COc1ccc(CC(=O)Nc2ccc(-c3nc4ccccc4s3)c(C)c2)cc1 was read as Epigenetic derep 0.0%.
`CCC(C(=O)OCc1cc(=O)n2nc(C)sc2n1)c1ccccc1` (stereo not drawn) gave Epigenetic derep 0.8%.
For CC(C)(C)c1ccc(C(=O)NCCc2csc3nc(-c4ccccc4F)nn23)cc1 the results were Epigenetic derep -1.7%.
`CCc1ccccc1NC(=O)c1ccc(F)c(S(=O)(=O)NC2CCCCCC2)c1` gave Epigenetic derep 2.9%.
For COc1ccc(OCc2ccc(-c3nc(C#N)c(N4CCN(c5ccccc5)CC4)o3)o2)cc1 the results were Epigenetic derep 0.0%.
`CCOc1cccc2cc(-c3nc(-c4ccc(Cl)cc4)c(C)s3)c(=O)oc12` gave Epigenetic derep -1.3%.
Screening COC(=O)c1ccc(CSc2nnc3ccc4ccccc4n23)cc1 returned Epigenetic derep -3.2%.
`O=C(COc1ccccc1Cl)Nc1ccc2oc(-c3ccccc3F)nc2c1` gave Epigenetic derep -3.2%.
CCOc1ccc(NC(=O)C(=O)NCCc2csc3nc(-c4ccccc4F)nn23)cc1 was read as Epigenetic derep -0.9%.
Screening COc1cccc(CN2C(=O)c3ccccc3Sc3ccc(C(=O)OCc4ccco4)cc32)c1 returned Epigenetic derep 2.5%.
`CC(=O)Nc1ccc(S(=O)(=O)NCC2CCC(C(=O)NCCN(CC(C)C)CC(C)C)CC2)cc1` (stereo not drawn) gave Epigenetic derep -0.2%.
For COc1cccc(NC(=O)CSc2nc(=O)n(Cc3ccco3)c3c2CCC3)c1 the results were Epigenetic derep 4.7%.
`Cc1ccc2nc(COc3ccc(NC(=O)COc4ccccc4F)cc3)cc(=O)n2c1` gave Epigenetic derep 9.3%.
COc1ccccc1NC(=O)C1=C(C)Nc2nc(CCCO)nn2C1c1cccc(O)c1 (stereo not drawn) was read as Epigenetic derep -2.0%.
`COc1cc(OC)c(NC(=O)CC(c2cccs2)N2Cc3ccccc3C2=O)cc1Cl` (stereo not drawn) gave Epigenetic derep -5.4%.
`COc1ccccc1NC(=O)CN1C(=O)CSc2ccc(S(=O)(=O)N3CCCC3)cc21` gave Epigenetic derep -3.0%.
CCOc1ccc(NC(=O)c2cnn3c2NC(c2cccc(OC)c2)=CC3c2ccccc2)cc1 (stereo not drawn) was read as Epigenetic derep 1.1%.
Cc1ccc(-c2nc3sc(CCNS(=O)(=O)c4cc(F)ccc4F)c(C)n3n2)cc1 was read as Epigenetic derep 1.3%.
Screening COc1ccccc1CNC(=O)C(C)n1c(=O)cc(-c2ccccc2)c2c(C)nn(C)c21 (stereo not drawn) returned Epigenetic derep 1.1%.
`CCSc1nc2c([nH]c3ccccc32)c(=O)n1-c1cccc(OC)c1` gave Epigenetic derep 1.4%.
For COc1ccc(CC(=O)NC2CC(=O)N(c3cccc(F)c3)C2)cc1OC (stereo not drawn) the results were Epigenetic derep 8.0%.
For Cc1ccccc1Nc1ncnc2c1c(-c1ccccc1)cn2-c1ccc(F)cc1 the results were Epigenetic derep -1.0%.
`Clc1ccccc1CNc1ncnc2c1nc1n2CCCC1` gave Epigenetic derep 0.8%.
`CCCS(=O)(=O)N1CC(=O)N(c2ccc(Cl)cc2C)C(C)(C(=O)NC2CCCC2)C1` (stereo not drawn) gave Epigenetic derep -1.2%.
Screening C=C(C)Cn1c(=O)c2c(nc3n2CCN3c2ccc(F)cc2)n(C)c1=O returned Epigenetic derep 2.8%.
For Cc1ccc(CNC(=O)c2cc(S(=O)(=O)N3CCCCC3)cn2C)cc1 the results were Epigenetic derep -1.7%.
`Cc1cccc(-n2ncc3c(NC4CCCC4)ncnc32)c1` gave Epigenetic derep 3.1%.
Screening Cc1ccc(C)c(CSc2nc3c([nH]c4ccccc43)c(=O)n2C)c1 returned Epigenetic derep 0.0%.
`CCOc1ccc(NC(=O)Cn2c(=O)cc(C)c3c(C)nn(C)c32)cc1` gave Epigenetic derep 1.5%.
COc1cccc(/C=C/c2onc(C)c2S(=O)(=O)N2CCC(C(=O)N3CCCCC3)CC2)c1 was read as Epigenetic derep 0.0%.
For COc1ccccc1CCNC(=O)Cn1ccc2cc(S(=O)(=O)N3CCCCCC3)ccc21 the results were Epigenetic derep -2.5%.
Cn1c(=O)[nH]c2cc(-c3noc(-c4ccc(F)cc4)n3)ccc21 was read as Epigenetic derep 1.4%.
Screening O=C(NCc1cccc(Cl)c1)c1ccc(CS(=O)Cc2ccccc2Cl)o1 (stereo not drawn) returned Epigenetic derep 0.6%.
For Cc1ccc(-n2ncc3c(Nc4cccc(Cl)c4)ncnc32)c(C)c1 the results were Epigenetic derep 2.8%.
For COc1ccc2c(c1)c(N1CCCC1=O)c(C(=O)Nc1ccc(OC)c(Cl)c1)n2C the results were Epigenetic derep -0.5%.
`O=C(COCc1cc(-c2cccs2)on1)Nc1cc(Cl)ccc1O` gave Epigenetic derep -0.4%.
NC(=O)c1cc(S(=O)(=O)NCC2CCC(C(=O)Nc3cccc(Cl)c3)CC2)cs1 (stereo not drawn) was read as Epigenetic derep 0.7%.
Screening Cc1ccc(-c2nc3scc(CCNS(=O)(=O)c4ccc(C)c(C)c4)n3n2)cc1 returned Epigenetic derep 2.3%.
`Cc1cccn2c(=O)c3cc(C#N)c(=O)n(-c4nnc(SCc5ccc(F)cc5)s4)c3nc12` gave Epigenetic derep 1.6%.
Cc1ccc(-c2cnc(C3CC3)o2)cc1S(=O)(=O)Nc1ccc(F)cc1Cl was read as Epigenetic derep -2.8%.
`CCCC(=O)N(c1ccc2oc(C)c(C(C)=O)c2c1)S(=O)(=O)c1ccc(CC)cc1` gave Epigenetic derep -0.2%.
CC(C)(C)OC(=O)N1CCC(c2c(C(=O)NCCN3CCOCC3)cnn2-c2ccccc2)CC1 was read as Epigenetic derep -0.4%.
`CCCCNC(=O)C(CC)Sc1nc2ccccc2c(=O)n1Cc1ccco1` (stereo not drawn) gave Epigenetic derep -0.5%.
Screening CCOC(=O)N1CCc2c(sc(NCc3sccc3C)c2C(=O)Nc2ccccc2OCC)C1 returned Epigenetic derep 0.8%.
Screening CCc1ccccc1NC(=O)CCn1cccn1 returned Epigenetic derep 0.0%.
Cc1ccccc1CSc1nc(-c2cccc(F)c2)nc2c1Cc1c(CO)cnc(C)c1O2 was read as Epigenetic derep 7.8%.
CN(C)CCCN(C(=O)c1ccc2c(c1)OCCO2)c1nc2ccccc2s1 was read as Epigenetic derep 0.4%.
`COc1cccc(CNC(=O)c2ccc3c(c2)nc2n3CCC(C)C2)c1OC` (stereo not drawn) gave Epigenetic derep -2.1%.
`CCn1c2c(c(=O)n3ncc(C(=O)Nc4cc(Cl)ccc4OC)c13)CN(Cc1ccc(OC)cc1)CC2` gave Epigenetic derep -0.9%.
Screening Cc1ccc(S(=O)(=O)NCC(c2ccco2)N2CCN(c3ccccc3F)CC2)cc1 (stereo not drawn) returned Epigenetic derep 9.6%.
Cc1ccc(Cl)cc1N1CCN(C(=O)c2cnc(N3CCOCC3)c3ccccc23)CC1 was read as Epigenetic derep 1.4%.
For CC(=O)N1CCOc2cc(S(=O)(=O)NCc3ccccc3Cl)c(Cl)cc21 the results were Epigenetic derep 0.0%.
For CCc1ccc(C(=O)c2cn(CC(=O)Nc3cccc(C)c3C)c3nc(C)ccc3c2=O)cc1 the results were Epigenetic derep 7.9%.
`Cc1ccc(C)c(NC(=O)CSc2nc(=O)n(Cc3ccncc3)c3c2CCC3)c1` gave Epigenetic derep 1.4%.
Screening CCc1cccc(NC(=O)CCn2nc(C)cc2C)c1 returned Epigenetic derep 0.0%.
Screening Cc1cc(C)n(C(C)CC(=O)NCc2ccccc2C)n1 (stereo not drawn) returned Epigenetic derep 1.5%.
`COC(=O)c1ccccc1NC(=O)c1sc2nc(C)cc(C)c2c1NC(=O)c1ccccc1OC` gave Epigenetic derep 0.0%.
Screening COc1ccccc1N1CCN(S(=O)(=O)c2cc3[nH]c(=O)c(=O)[nH]c3cc2C)CC1 returned Epigenetic derep 0.0%.
Screening O=C(c1cccc(Cl)c1)N1c2nc(-c3ccco3)nn2C2(CCCCC2)[C@@H]2CCCC[C@@H]21 returned Epigenetic derep -0.8%.

Some of these compounds in order of length of the SMILES, lowest first:
Screening CCc1ccccc1NC(=O)CCn1cccn1 returned Epigenetic derep 0.0%.
Screening CCc1cccc(NC(=O)CCn2nc(C)cc2C)c1 returned Epigenetic derep 0.0%.
Screening Cc1cc(C)n(C(C)CC(=O)NCc2ccccc2C)n1 (stereo not drawn) returned Epigenetic derep 1.5%.
`COc1cccc(CNC(=O)c2ccc3c(c2)nc2n3CCC(C)C2)c1OC` (stereo not drawn) gave Epigenetic derep -2.1%.
`Cc1ccc(C)c(NC(=O)CSc2nc(=O)n(Cc3ccncc3)c3c2CCC3)c1` gave Epigenetic derep 1.4%.
Screening Cc1ccc(S(=O)(=O)NCC(c2ccco2)N2CCN(c3ccccc3F)CC2)cc1 (stereo not drawn) returned Epigenetic derep 9.6%.
Cc1ccc(Cl)cc1N1CCN(C(=O)c2cnc(N3CCOCC3)c3ccccc23)CC1 was read as Epigenetic derep 1.4%.
`COC(=O)c1ccccc1NC(=O)c1sc2nc(C)cc(C)c2c1NC(=O)c1ccccc1OC` gave Epigenetic derep 0.0%.
For CCc1ccc(C(=O)c2cn(CC(=O)Nc3cccc(C)c3C)c3nc(C)ccc3c2=O)cc1 the results were Epigenetic derep 7.9%.
Screening COc1ccccc1N1CCN(S(=O)(=O)c2cc3[nH]c(=O)c(=O)[nH]c3cc2C)CC1 returned Epigenetic derep 0.0%.
`CCn1c2c(c(=O)n3ncc(C(=O)Nc4cc(Cl)ccc4OC)c13)CN(Cc1ccc(OC)cc1)CC2` gave Epigenetic derep -0.9%.
Screening O=C(c1cccc(Cl)c1)N1c2nc(-c3ccco3)nn2C2(CCCCC2)[C@@H]2CCCC[C@@H]21 returned Epigenetic derep -0.8%.

Compound activity from PubChem.

This is a subset; rates above refer to the full screens.
